VLA-4 inh: inhibition in a human VLA-4 binding assay; VLA-4 expressing cells, ligand binding flow cytometry; P13612; actives 0.2% (n = 330,000); inhibition, % (about 7 µM as worked out from the volumes in the protocol); in the data active = inhibition above about 50%
Target sequence (P13612 whole entry, looked up): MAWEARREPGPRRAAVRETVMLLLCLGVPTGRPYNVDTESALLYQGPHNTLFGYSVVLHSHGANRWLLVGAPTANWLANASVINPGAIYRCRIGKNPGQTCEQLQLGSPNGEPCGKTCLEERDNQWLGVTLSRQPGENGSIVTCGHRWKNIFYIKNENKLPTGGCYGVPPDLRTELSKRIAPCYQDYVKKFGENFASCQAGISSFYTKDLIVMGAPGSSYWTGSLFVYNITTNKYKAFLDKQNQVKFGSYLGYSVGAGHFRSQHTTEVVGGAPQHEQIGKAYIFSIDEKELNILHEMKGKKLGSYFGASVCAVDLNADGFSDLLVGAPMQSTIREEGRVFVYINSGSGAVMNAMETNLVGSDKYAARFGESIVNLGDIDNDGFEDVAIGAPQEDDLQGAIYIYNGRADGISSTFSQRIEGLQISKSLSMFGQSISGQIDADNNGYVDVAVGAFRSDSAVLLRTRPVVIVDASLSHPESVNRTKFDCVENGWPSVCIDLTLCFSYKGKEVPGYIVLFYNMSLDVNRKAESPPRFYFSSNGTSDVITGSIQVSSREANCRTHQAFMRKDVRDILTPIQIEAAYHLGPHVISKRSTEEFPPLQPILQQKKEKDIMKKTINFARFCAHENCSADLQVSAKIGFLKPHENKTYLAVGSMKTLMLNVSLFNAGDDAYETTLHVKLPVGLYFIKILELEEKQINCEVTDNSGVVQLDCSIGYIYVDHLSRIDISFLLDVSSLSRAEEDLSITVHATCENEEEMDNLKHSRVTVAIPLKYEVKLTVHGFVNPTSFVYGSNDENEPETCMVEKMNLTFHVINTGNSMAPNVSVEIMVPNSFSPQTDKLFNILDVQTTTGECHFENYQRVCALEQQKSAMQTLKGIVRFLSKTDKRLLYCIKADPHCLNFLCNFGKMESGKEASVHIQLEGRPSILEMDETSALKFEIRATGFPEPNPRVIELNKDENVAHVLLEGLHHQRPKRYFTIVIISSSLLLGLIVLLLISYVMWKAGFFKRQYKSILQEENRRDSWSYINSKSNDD
PP1 inh: blocks human PP1-alpha phosphatase, a PP5 counter-screen; inhibition, % at 6.7 µM; P62136; purified PP1alpha, OMFP fluorescence; actives 0.9% (n = 320,000);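 active = inhibition above the mean inhibition of all tested compounds plus 3 SD, computed separately for each screening campaign, cut at about 15% in these data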
GRK2 aptamer HTS: blocks RNA aptamer binding to human GRK2; inhibition of aptamer binding, % at 10 µM; bead flow cytometry, FAM-aptamer displacement from GRK2; P25098; actives 0.59% (n = 330,000);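 active = inhibition of aptamer binding above 40%, roughly 3 SD of noise, on plates passing a quality check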;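 note: median bead fluorescence of bound FAM aptamer so fluorescent compounds give negative values; no value below 0 was filed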
HCV core dimer: blocks dimerization of HCV core protein | TR-FRET GST/Flag-core106 dimerization, 1536-well | inhibition, % at 5 µM | actives 0.33% (n = 300,000) | AID 1899;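 active = inhibition above the mean of all tested compounds plus 3 SD, set per screening campaign, cut at about 45% in these data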
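Assay system: tagged HCV core106 pair (GST and Flag); medium: KF-containing HEPES buffer, pH 7.45, DTT, CHAPS, BSA; also added: Eu donor and XL665 acceptor anti-tag antibodies; dosing: 5 µM single dose; timing: compound-protein-antibody incubation 4 h at 22.5 °C; signal: TR-FRET 671 and 617 nm emission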
Fh CTSL1 inh: blocks F. hepatica cathepsin L1 in PFM18AAP counter-screen; recombinant F. hepatica cathepsin L1, Z-Leu-Arg-MCA fluorescence; actives 0.49% (n = 300,000); inhibition, % at 5.96 µM;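 active = inhibition above the mean of all tested compounds plus 3 SD, set per screening campaign, cut at about 17% in these data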;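 note: 0% = plate median of test compound wells and 100% = 1 µM Z-Phe-Ala-diazomethylketone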
JMJD2C inh: human JMJD2C demethylase inhibition. Q9H3R0. inhibition, % at 2.35 µM. actives 0.069% (n = 330,000). GST-JMJD2C(1-420) H3K9me3 demethylation, DELFIA europium. AID 2099;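 active = more than half of a compound's replicate wells show inhibition beyond 50%, single wells judged on their own value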;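 note: signal counts dimethyl H3K9 product captured on neutravidin plate; 0% = median of DMSO wells and 100% = 0.3 times that DMSO median; strong numbers were not always called active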
PP5 inh: blocks human protein phosphatase 5 activity | P53041 | purified PP5c, OMFP substrate fluorescence | inhibition, % at 6.7 µM | actives 0.18% (n = 320,000) | AID 1987;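 active = inhibition above the campaign's mean inhibition across all tested compounds plus 3 SD, cut at about 9.5% in these data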;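 note: 0% = DMSO only and 100% = 100 µM cantharidin control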
proCasp7 act: counter-screen: procaspase-7 (human) activation | P55210 | recombinant procaspase-7, Ac-DEVD-pNA absorbance 405 nm; D23A/D198A/D206A triple mutant, cannot self-cleave; scale: DMSO 0, 5 µM enzyme 100 | activation, % at 8.5 µM | actives 0.093% (n = 330,000);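 active = percent activation above the screen-wide mean plus 3 SD, cut at about 25% in these data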
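Assay system: Uncleavable procaspase-7 mutant enzyme | Input: 2 µM procaspase-7 mutant as dispensed | Timing: 1 h compound preincubation, 2 h substrate cleavage, 25 °C | Repeats: One well per compound | Control set: DMSO wells as 0%, DMSO with 5 µM added PC-7 as 100% | Technique: Epi-absorbance of released pNA at 405 nm, two timepoints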
proCasp3 act: procaspase-3 (human) activation; P42574; recombinant procaspase-3 D3A, Ac-DEVD-pNA absorbance 405 nm; activation, % at 8.5 µM; actives 0.11% (n = 330,000); AID 463141;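 active = activation above the mean of all tested compounds plus 3 SD, cut at about 21% in these data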;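 note: 0% = DMSO alone and 100% = DMSO wells spiked with extra 5 µM PC-3 D3A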
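Assay system: Procaspase-3 D3A mutant, all three cleavage aspartates alanine. Buffer or medium: Zinc-free HEPES saline buffer with Triton X-100. Times: 1 h compound preincubation, 2 h substrate hydrolysis at 25 °C. Measured by: 405 nm absorbance of p-nitroaniline, reads at 0 and 120 min. Read-out basis: percent activation relative to control range. Replicates: singlicate.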
Starred values were filed as active, the others as inactive; . = no result given; & = joins results of further samples.

No.	SMILES	Fh CTSL1 inh	proCasp3 act	PP1 inh	HCV core dimer	PP5 inh	JMJD2C inh	proCasp7 act	VLA-4 inh	GRK2 aptamer HTS
1	COC(=O)c1ccc(Nc2ncnc3sccc23)cc1	0	1	-1	14	3.6	-2	4	-5	3
2	CC(C)N1C(=O)c2ccccc2C1C(=O)NCCc1ccccc1 (centres undefined)	-2	1	-1	2	-0.1	-5	16	3	11
3	COc1cc(OC)cc(C(=O)Nc2ccc(C(=O)c3ccncc3)cc2)c1	9	-8	-10	-11	3.2	-3	-12	-2	4
4	Cc1ncc(CO)c(/C=N/Nc2cccc(Cl)n2)c1O	0	9	5	-18	1.5	1	1	2	2
5	CN1CCN(C(=O)/C(=C/c2cn(S(=O)(=O)N(C)C)c3ccccc23)NC(=O)c2ccccc2)CC1	0	6	0	-1	-1.2	-9	0	11	0
6	Cc1oc2c(C)c3oc(=O)c(CCC(=O)NCCCN4CCCC4=O)c(C)c3cc2c1C	1	8	-3	3	0.0	3	4	-10	3
7	COc1ccc(NC(=O)N2CCC(C(=O)c3ccc4c(c3)OCCO4)CC2)cc1	-1	-1	2	-6	1.9	7	15	7	0
8	Oc1c(Cl)cccc1C=Nc1cc(C(F)(F)F)ccc1N1CCCC1	-3	-7	-2	5	1.2	-11	-13	-4	2
9	Cc1nc2ccccc2c2oc(C(=O)Nc3ccc(C(C)C)cc3)cc12	1	6	-3	-4	2.5	11	5	12	0
10	CN1CCN(CCOc2ccc(Cc3ccccc3)cc2)CC1	1	9	-2	-1	2.3	0	5	17	0
11	Cc1c(C2(O)C(=O)Nc3ccc(F)cc32)c(=O)n(-c2ccccc2)n1C (centres undefined)	0	5	-4	2	-1.2	-9	-16	9	0
12	Clc1ccc(CO/N=C2\CCCc3nonc32)cc1	2	2	2	1	3.2	-1	1	9	0
13	C/C(=N\Nc1ccc(S(=O)(=O)Nc2ccccc2)cc1[N+](=O)[O-])c1ccc(N2CCOCC2)cc1	-2	3	-6	0	0.2	4	4	4	3
14	COc1ccc(CN(C)C(C)C(=O)Nc2ccc(S(=O)(=O)N3CCOCC3)cc2)c(OC)c1 (centres undefined)	2	-2	-6	1	1.1	4	3	19	3
15	CN(Cc1ccco1)C(=O)c1ccc(S(=O)(=O)N2CCCCCC2)cc1	.	3	-4	.	-0.5	-2	-6	-3	0
16	O=C(CCS(=O)(=O)c1ccc(Br)cc1)N1CCN(c2ccc(Cl)cc2)CC1	3	-5	-2	1	1.4	-8	-16	0	0
17	CC(=O)c1ccc(NS(=O)(=O)c2ccccc2)cc1	9	-4	-11	-13	1.6	-1	3	-13	3
18	Cc1cc(NC(=O)COc2c(C)cccc2C)no1	-1	-6	-1	1	-1.8	-1	8	6	0
19	CCOC(=O)C1=C(C)NC(C)=C(C(=O)OCC)C1/C=C/c1ccccc1	6	11	-8	-5	3.9	7	12	-14	0
20	Cc1ccoc1C(=O)N1CCN(C(=O)c2occc2C)CC1	1	11	-9	-2	-1.9	1	7	5	0
21	CCCc1cc(-c2nc(-c3ccc(C)cc3)cs2)ccn1	-1	0	1	-5	2.3	-3	-8	-3	0
22	CCOC(=O)c1cnc2c(Cl)c(Cl)ccc2c1NCCN1CCOCC1	3	-5	-1	6	-2.2	-3	11	35	0
23	C=C(C)COc1ccc(-c2nc(N)nc(C(F)(F)F)c2-c2ccc(OC)cc2)c(O)c1	0	16	1	8	4.7	4	-2	20	0
24	Cc1c(C(=O)NCCSCc2cccc(C(F)(F)F)c2)cnn1-c1ccc(Cl)cc1	4	2	5	2	2.7	-2	6	9	2
25	O=C(NCc1ccco1)c1ccc2c(c1)N(Cc1ccccc1)C(=O)CS2=O (centres undefined)	-2	-3	-5	-3	-1.3	-10	-5	22	2
26	Cc1cccc(-n2ccc(=O)c(C(=O)Nc3ccc(S(=O)(=O)Nc4onc(C)c4C)cc3)n2)c1	1	-2	-2	-4	1.8	8	-1	28	2
27	CC1CCCC(C)N1C(=O)CSc1nnc(CSc2ncccn2)n1C (centres undefined)	-8	10	2	-4	1.1	7	-4	-1	0
28	CCC(Cc1ccccc1)NC(=O)C1CCN(S(=O)(=O)c2c(C)noc2C)CC1 (centres undefined)	-2	9	-3	-6	1.4	3	-4	5	0
29	COc1cc2c(cc1NC(=O)COC(=O)CNS(=O)(=O)c1ccc(C)cc1)oc1ccccc12	-17	-13	1	4	2.7	-2	5	14	2
30	CCOc1cc(C)nc(NCCc2ccc(OC)c(OC)c2)n1	-2	5	-5	-5	1.4	3	2	11	0
31	Cc1ccc(NC(=O)CCS(=O)(=O)c2ccc(Br)cc2)nc1	-5	9	-1	0	0.1	4	4	13	0
32	O=C1OCC/C1=C\OCCCO/C=C1\CCOC1=O	3	-8	-2	-2	0.8	8	5	17	1
33	Cc1ccc(Cn2c(C3CCCN3c3nc(-c4ccc(F)cc4)cs3)nc3cc(Cl)c(Cl)cc32)cc1 (centres undefined)	3	1	9	2	3.6	1	5	-2	0
34	Cc1ccc(-c2nnc(OCC3CCCO3)c3ccccc23)cc1 (centres undefined)	6	-20	-3	2	-0.1	7	1	-6	1
35	CC1CN(Cc2ccccc2)c2nc3c(c(=O)n(C)c(=O)n3C)n2C1 (centres undefined)	3	6	-8	0	1.7	36	-1	9	0
36	COC(=O)c1ccc(S(=O)(=O)N2CCN(CCO)CC2)n1C	-7	0	-8	-2	3.6	-3	6	9	1
37	COc1ccccc1CNC(=O)CS(=O)(=O)Cc1ccccc1	-1	8	-6	-2	-2.1	16	16	1	2
38	O=C(N1CCCCCC1)N1CCN(S(=O)(=O)c2ccccc2)CC1	-1	4	0	-4	-1.6	52	15	2	0
39	Cc1ccccc1CC(=O)N1CCOCC1	-1	-1	-4	1	0.1	95	12	6	2
40	CCN(C[C@H]1N[C@@](C)(C(=O)OC)[C@H]2C(=O)N(Cc3ccccc3)C(=O)[C@@H]12)C(=O)c1ccc(C(C)(C)C)cc1	.	5	.	.	.	.	11	-24	2
41	COC(=O)CN1C(=S)N(Cc2ccccc2)C(=O)C1CC(=O)Nc1ccc(Br)cc1 (centres undefined)	4	-3	6	4	6.3	1	5	12	0
42	COc1cc(OC)cc(C(=O)N[C@H](C(=O)OCC(=O)Nc2ccc(C)cc2C)C(C)C)c1	-23	-2	-1	-2	3.7	-20	-17	7	0
43	CCOc1cc(/C=C2\C(=O)ON=C2c2ccccc2)cc(Br)c1O	-3	9	1	10	0.8	-13	4	-32	0
44	COc1ccc(-c2nc3cc(NC(=O)c4ccc5c(c4)OCO5)ccc3o2)cc1	0	5	3	5	-0.1	9	2	0	0
45	COc1ccc2c(c1)cc(C(=O)N[C@H](C(=O)N1CCC[C@H]1C(=O)O)C(C)C)n2C	-4	-2	-5	-9	4.9	3	-2	18	1
46	CCCCN(c1ccccc1)S(=O)(=O)N(C)C	-3	4	-2	-1	2.7	4	-6	-7	0
47	O=c1ccn([C@@H]2O[C@H](COS(=O)(=O)O)[C@@H](O)[C@H]2O)c(=O)[nH]1	.	2	.	.	.	.	4	-2	0
48	O=C(CNC(=O)Cn1ccc2ccccc2c1=O)NCCCN1CCCCCC1	1	5	0	-6	2.9	4	4	-12	0
49	CCCc1c(O)nc(SCC(=O)NCCc2ccc(OC)c(OC)c2)[nH]c1=O	-1	7	-1	-6	2.9	-1&8	3	12	3
50	COc1ccc(-c2csc(-c3[nH]cnc3N)n2)cc1	-4	-7	2	8	-0.3	-5	1	-67	0
51	CCN(C(=O)CN1c2ccccc2CC1C)c1c(N)n(Cc2ccccc2)c(=O)[nH]c1=O (centres undefined)	2	-3	-3	0	0.5	14	1	2	1
52	Nc1nnc(Cc2cccc(Br)c2)s1	0	5	-5	1	0.3	-2	-3	4	1
53	Cc1c(Cl)cccc1NC(=O)Nc1ccn(C)n1	0	4	1	1	-0.7	-1	8	6	0
54	COc1ccc(Cl)cc1NC(=S)N(Cc1ccccc1C)CC1CCC(C(=O)O)CC1 (centres undefined)	0	-10	-1	11	-0.1	5	-10	7	1
55	CCC1SC2=NC(C)=C(C(=O)OC)C(c3ccc(C)cc3)N2C1=O (centres undefined)	-5	-6	-2	5	-0.6	-10	5	10	1
56	Nc1nc2c(s1)CCc1c-2cnn1-c1ccccc1	5	-28	3	3	2.2	-49	-39	-17	2
57	NCCCC[C@H]1CNC(=S)N1CCc1cccc(F)c1	-1	2	0	-9	1.7	3	-12	10	0
58	CCOC(=O)C(C)(C)NS(=O)(=O)c1ccc(Cl)c([N+](=O)[O-])c1	0	-1	-3	4	0.2	10	9	18	2
59	CC1NC(=O)NC1CCCCC(=O)O (centres undefined)	-3	8	-3	-2	-2.7	-16	3	-4	2
60	COc1ccc(NS(=O)(=O)c2ccc3c(c2)CCN3C(=O)CCC(=O)O)cc1OC	7	6	0	-8	-6.0	-19	-6	20	1
61	O=C(CCN1C(=O)/C(=C/c2ccc(F)cc2)SC1=S)NCCc1ccc(O)cc1	6	-8	1	3	-7.4	3	-10	-18	0
